Assay outcomes deposited in PubChem BioAssay by National Center for Advancing Translational Sciences (NCATS).
4MU fluor: qHTS Assay for Spectroscopic Profiling in 4-MU Spectral Region; 59,000 compounds, 11% hits; compound autofluorescence, 340/450 nm, 4-MU equivalents; active compounds read high; max dye-equivalent concentration, M; in the data active = max dye-equivalent concentration above about 10 nM; inconclusive = mostly about 1.1 nM to 9.6 nM
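Intrinsic fluorescence at 340/450 nm (ex/em) was read after 15 min at room temperature in pH 8.0, 100 mM Tris. Each compound concentration expressed as 4-MU-equivalent concentration from a six-point 4-MU standard series on each plate.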
Caspase-1 inhib: qHTS Assay for Allosteric/Competitive Inhibitors of Caspase-1; Potency, µM (series often up to 57.5 µM), for inactives: at the highest dose activity change, negative = inhibition, actives largely listed as inhibitors; P29466; 75,000 compounds, 0.03% hits; Caspase-1 enzyme, Ac-WEHD-AFC fluorogenic rate;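 also: potency is read from the fitted curve at half-maximal effect; plate controls were vehicle for no effect and no substrate for full effect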
HEK293 cAMP ctrl: qHTS Assay for Agonists of the Thyroid Stimulating Hormone Receptor: Activators of Intracellular cAMP Concentrations in Parental HEK 293; parental HEK293 CNG cAMP sensor, membrane potential fluorescence; Potency, µM (titrated, usually from 57.1 µM), for inactives: at the top dose activation, hits mostly activators; 73,000 compounds, 2.5% hits; AID 938, 2007; also: potency is read from the fitted curve at half-maximal effect; % of control where 0% means no effect; nearly all actives have a fitted effect of over 55% in size
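Parental HEK 293 cells stably expressing a cAMP-gated CNG channel were loaded with membrane potential dye containing 100 uM RO 20-1724 for 60 min. Compound added for 30 min; depolarization read as fluorescence intensity at 590 nm.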
GFP derepression: qHTS Assay for Epigenetic Modulators; Potency, µM (top dose mostly 46.1 µM), without a hit: top-dose GFP derepression (activation); mouse C127i GFP locus derepression, cytometry, 30 h; AID 597, 2007; 68,000 compounds, 0.09% hits; also: % of control where 0% means no effect
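Read-out is the number of GFP-positive cells, scored as fluorescent objects 20 to 120 um wide, reflecting derepression of a silenced CMV-GFP reporter in murine C127i cells after 30 h compound exposure at 37 C.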
USP2a inh: qHTS Assay for Inhibitors of Ubiquitin-specific Protease USP2a | Ubiquitin carboxyl-terminal hydrolase 2 (Homo sapiens), O75604 | USP2a enzymatic assay, qHTS inhibition | Potency, µM (doses to about 38.3 µM), without a hit: at the top dose activity change, negative = inhibition, actives largely listed as inhibitors | 60,000 compounds, 0.1% hits | AID 927, 2007;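 also: potency is read from the fitted curve at half-maximal effect; nearly all actives have a fitted effect of over 60% in size; plate controls were DMSO for no effect and NEM full inhibition control for full effect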
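20 nM USP2 core + cpd, 30 min RT; add 20 nM Ub-PLA2/20 uM NBD C6-HPC; read Ex460/Em535 at 0 h and 2.5 h. Normalized to NEM; qHTS curve fit/classification.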
BRCT inh red: qHTS Assay for Inhibitors of BRCT-Phosphoprotein Interaction (Red Fluorophore). BRCT-phosphopeptide binding, red fluorescence polarization. 75,000 compounds, 0.03% hits. Potency, µM (doses to about 76.9 µM), without a hit: at the highest dose activity change, negative = inhibition, most hits filed as inhibitors. Breast cancer type 1 susceptibility protein (Homo sapiens), P38398; also: % is scaled to controls: 0 for no effect and ±100 for the full control effect
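Fluorescence polarization: 100 nM His-tagged BRCA1 BRCT with 100 nM TAMRA-labelled phospho-BACH1 decapeptide, phosphate buffer pH 7.3 with 150 mM NaCl, DTT, 0.01% Tween 20; 12 min RT. Binding inhibition seen as FP decrease.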
A350 fluor: qHTS Assay for Spectroscopic Profiling in A350 Spectral Region | Compound autofluorescence, 340/450 nm, Alexa 350 dye-equivalents; active compounds read high | max dye-equivalent concentration, M | 59,000 compounds, 11% hits | AID 590, 2007; in the data active = max dye-equivalent concentration above about 10 nM; inconclusive = mostly about 1.1 nM to 9.6 nM
BRCT PPI green: qHTS Assay for Inhibitors of BRCT-Phosphoprotein Interaction (Green Fluorophore); BRCA1 BRCT-phosphopeptide binding, green fluorescence polarization; Potency, µM (highest dose often 76.9 µM), without a hit: at the top dose activity change, negative = inhibition, most hits filed as inhibitors; 75,000 compounds, 0.05% hits;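 also: potency is read from the fitted curve at half-maximal effect; plate controls were peptide without protein for full effect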
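Compounds were incubated for 12 min at room temperature with a complex of 100 nM fluorescein-tagged pBACH1 decapeptide and 250 nM His-tagged BRCT protein. Buffer was phosphate pH 7.3 with EDTA, DTT and Tween 20. Disruption of binding lowers the polarization signal.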
Fluorescein autfl: qHTS Assay for Spectroscopic Profiling in Fluorescein Spectral Region; 59,000 compounds, 0.91% hits; Compound autofluorescence, 480/540 nm, fluorescein-equivalent; active compounds read high; max fluorescein-equivalent concentration, M; AID 593, 2007; in the data active = max fluorescein-equivalent concentration above about 10 nM; inconclusive = between about 1.1 nM and that limit
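Values reflect compound autofluorescence, normalized to fluorescein on the same plate and reported at each tested concentration. Conditions: 100 mM Tris pH 8.0, room temperature, 15 min, excitation 480 nm, emission 540 nm.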
Casp7 inh: qHTS Assay for Allosteric/Competitive Inhibitors of Caspase-7 | P55210 | recombinant caspase-7, Ac-DEVD-AFC fluorescence rate | Potency, µM (top dose mostly 57.5 µM), for the others: at the highest dose activity change, negative = inhibition, actives largely listed as inhibitors | 75,000 compounds, 0.02% hits | AID 889, 2007; active = well fitted inhibition curve with a large enough effect in the main read-out, with a control signal flat, not every such curve was filed as active; inconclusive = small, poorly fitted or top-dose-only effect, or a change in a side signal; also: potency is read from the fitted curve at half-maximal effect; % of control where 0% means no effect
UbGFP stabilizer: Ubiquitin-GFP Assay | AID 526, 2006 | Ubiquitin-GFP reporter cells, proteasome inhibition, GFP fluorescence; response scale: untreated = 0%, 10 µM MG-132 = 100% | Potency, µM (titrated, usually from 45.9 µM), for inactives: top-dose activation (GFP accumulation), most hits filed as activators | 67,000 tested, under 10 active; active = well fitted activation curve with a large enough effect, not every such curve was filed as active; inconclusive = small, poorly fitted or top-dose-only effect, or another doubt; inactive = no such curve, though single readings can be large or run the other way; also: potency is read from the fitted curve at half-maximal effect
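U2OS Ub(G76V)-GFP reporter; O/N plating, 0.5% FBS; cpd 46 uM–2.9 nM, 4 h, 37 °C; GFP+ cell count, 488/515 nm; norm. to basal vs 10 uM MG-132; CRC fit.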
* hit, by the source's call; i = inactive; ? = inconclusive; nt = no result given; [ ] = another dose, or the depositor's remark. Unless noted, calls follow the shape of the dose curve; as a rule, active = well fitted curve in the direction sought with a large enough effect; inconclusive = small, poorly fitted or top-dose-only effect, or another doubt; inactive = no such curve, though single readings can be large; an effect the other way counts as inactive or inconclusive. An excerpt; count on the stated rates, not on these rows.

SMILES,4MU fluor,Caspase-1 inhib,HEK293 cAMP ctrl,GFP derepression,USP2a inh,BRCT inh red,A350 fluor,BRCT PPI green,Fluorescein autfl,Casp7 inh,UbGFP stabilizer
CCS(=O)(=O)c1ccc(O)c(NC(=O)Nc2ccccc2)c1,i,3%,-9%,1%,-1%,0.0%,i,-0.1%,i,0%,6%
O=C1c2ccccc2C(Nc2ccc3c(c2)OCO3)N1Cc1ccc2c(c1)OCO2 (stereo not drawn),nt,1%,?,nt,nt,-1.1%,nt,5.1%,nt,-3%,-3%
CC(=O)c1c(C)[nH]c(C(=O)Nc2ccc3c(c2)OCCO3)c1C,i,1%,-4%,-4%,12%,0.7%,i,0.0%,i,0%,-13%
CN(CC(=O)NCc1ccco1)S(=O)(=O)c1ccc2c(c1)n(C)c(=O)c(=O)n2C,i,1%,7%,3%,0%,1.0%,i,1.8%,i,1%,5%
COc1ccccc1NC(=O)Cc1cccs1,i,0%,2%,-2%,2%,-0.5%,i,-0.2%,i,-1%,-4%
CCOC(=O)c1oc2ccccc2c1CN1CCOCC1,i,-1%,?,0%,-1%,0.6%,i,-0.7%,i,5%,-3%
O[C@H](COc1ccccc1)CN1CCCCC1,i,-1%[11.5 µM],?,-3%[9.22 µM],nt,-1.2%[15.4 µM],i,-0.1%[15.4 µM],i,3%[11.5 µM],-3%[9.17 µM]
O=S(=O)(Cc1ccccc1)N1CCN(Cc2ccccc2)CC1,i,0%,5%,-2%,3%,-0.5%,i,-0.4%,i,3%,4%
O=C(CCc1n[nH]c(=O)[nH]c1=O)N1CCCCC1,nt,-2%,6%,nt,nt,0.7%,nt,-1.6%,nt,2%,7%
CCCNc1nc2c(c(=O)n(C)c(=O)n2C)n1CCC(C)C,i,0%,?,-1%,-8%,0.5%,i,0.1%,?,0%,-2%

(continued)
SMILES,4MU fluor,Caspase-1 inhib,HEK293 cAMP ctrl,GFP derepression,USP2a inh,BRCT inh red,A350 fluor,BRCT PPI green,Fluorescein autfl,Casp7 inh,UbGFP stabilizer
CCCOc1ccc(NC(=O)C2CCCNC2=O)cc1 (stereo not drawn),i,-1%,6%,3%,1%,-1.3%,i,-1.1%,i,1%,9%
Cn1c(=O)c2c(ncn2CC(=O)Nc2ccccc2Sc2ccccc2)n(C)c1=O,i,2%,5%,0%,8%,-0.1%,i,1.6%,i,-2%,-8%
COC(=O)C(C)Oc1ccc2c3c(c(=O)oc2c1)CCCCC3 (stereo not drawn),1.4e-08M*,-1%,23%,6%,-21%,-1.8%,1.2e-08M*,0.8%,i,-1%,4%
COc1ccc(N(C(=O)C2CCCCC2)C2C=CS(=O)(=O)C2)c(OC)c1 (stereo not drawn),i,-2%,28%,0%,12%,0.8%,i,-1.7%,i,0%,6%
COc1ccc(C(=O)N2CCN(c3cccc(Cl)c3)CC2)c(OC)c1,i,0%,18%,-1%,15%,0.4%,i,1.5%,?,-4%,2%
N#Cc1ccc(CN2CC3(CCN(C(=O)c4cccc(F)c4)CC3)C2)cc1,i,-3%,21%,-2%[9.22 µM],12%,-0.9%,i,-1.6%,i,0%,0%
CCCC(=O)C1=C(N(C)c2ccccc2)CC(C)(C)C(C(=O)OC)C1=O (stereo not drawn),nt,0%,8%,-4%,6%,-0.6%,nt,-0.5%,nt,1%,0%
CC1=C(C(=O)OC(C)C)C(C)NC(=O)N1 (stereo not drawn),i,0%,2%,1%,-8%,0.3%,i,-1.6%,i,0%,-5%
O=S(=O)(c1ccc(Oc2ncnc3scc(-c4ccccc4)c23)cc1)N1CCOCC1,i,-1%,?,1%,37%[activator],1.5%,i,0.0%,?,-9%,1%
CCCC[C@@H]1C[C@H]1C(NC(=O)c1ccccc1)c1ccc(Cl)cc1 (stereo partly drawn),nt,5%,?,nt,nt,-0.3%,nt,-3.7%,nt,-1%,nt

5 of the entries above in order of their number in BRCT inh red, smallest number first:
molecule,BRCT inh red
COC(=O)C(C)Oc1ccc2c3c(c(=O)oc2c1)CCCCC3 (stereo not drawn),-1.8%
CCCOc1ccc(NC(=O)C2CCCNC2=O)cc1 (stereo not drawn),-1.3%
CCCC(=O)C1=C(N(C)c2ccccc2)CC(C)(C)C(C(=O)OC)C1=O (stereo not drawn),-0.6%
CC1=C(C(=O)OC(C)C)C(C)NC(=O)N1 (stereo not drawn),0.3%
COc1ccc(N(C(=O)C2CCCCC2)C2C=CS(=O)(=O)C2)c(OC)c1 (stereo not drawn),0.8%

Carrying on.
SMILES,4MU fluor,Caspase-1 inhib,HEK293 cAMP ctrl,GFP derepression,USP2a inh,BRCT inh red,A350 fluor,BRCT PPI green,Fluorescein autfl,Casp7 inh,UbGFP stabilizer
COc1ccc2nc3oc(C(=O)N4CCCCC4)cc3cc2c1,3.2e-07M*,-5%,7%,-3%,10%,-2.0%,3e-07M*,1.5%,i,-4%,15%
COC(=O)/C=c1/sc2n(c1=O)CCN=2,?,0%,26%,-2%,-2%,0.2%,?,-4.8%,i,-1%,-4%
COc1cccc(-c2nccc(N(C)Cc3ccco3)n2)c1,i,-5%,17%,-5%[9.22 µM],75%[activator],-1.4%,i,0.5%,?,-5%,-4%
Cc1onc(-c2ccccc2)c1C(=O)Nc1nc(-c2ccc(F)c(F)c2)cs1,i,-3%,14%,1%,26%,-1.8%,i,-0.4%,?,-5%,12%
O=C(NCCc1ccccc1)c1ccnc(/C=N/O)c1,i,-2%,-9%,0%,nt,0.2%,i,-1.3%,i,2%,0%
CCN1C(=S)SC(=O)C1=C1C=C(C)N(Cc2ccco2)C(C)=C1,i,-12%,-11%,8%,16%,-1.6%,i,17%,?,-10%,-8%
COc1cccc(C(=O)N2CCN(c3ncccn3)CC2)c1,i,4%,1%,3%,7%,-0.5%,i,-1.7%,i,0%,-2%
CC1=CC(C)(C)N2C(=O)C3(C(C#N)=C(N)OC4=C3C(=O)CC(C)(C)C4)c3cccc1c32 (stereo not drawn),i,-1%,-7%,0%,13%,-0.6%,?,-2.4%,?,-1%,nt
CC1=C(C(=O)N2CCc3ccccc32)C2(CCC(C)CC2)OC1=O (stereo not drawn),i,-3%,?,4%,19%,-0.6%,i,-4.5%,i,-2%,-1%
CN1CCc2nc(-c3ccccc3)c(-c3ccccc3)cc2C1,nt,-2%[11.5 µM],0%[11.4 µM],nt,nt,0.4%[15.4 µM],nt,-0.9%[15.4 µM],nt,-3%[11.5 µM],nt

Further compounds follow.
SMILES,4MU fluor,Caspase-1 inhib,HEK293 cAMP ctrl,GFP derepression,USP2a inh,BRCT inh red,A350 fluor,BRCT PPI green,Fluorescein autfl,Casp7 inh,UbGFP stabilizer
N#CCSc1nnc(COc2cccc3ccccc23)n1-c1cccc(Cl)c1,i,0%,27%,0%,13%,0.0%,i,0.2%,?,-5%,-3%
CCN(CC)S(=O)(=O)c1ccc(-c2nnc(SCc3nnc(-c4ccc(C)cc4)o3)o2)cc1,i,-1%,27%,-2%,-6%,0.2%,i,-0.7%,i,0%,3%
COc1cccc(C2CC(=O)Nc3c2c(=O)n(C)c(=O)n3C)c1OC (stereo not drawn),nt,-2%,?,-3%,nt,0.0%,nt,-2.7%,nt,0%,-6%
COc1cc(C(=O)O)ccc1OC(C)=O,i,0%,?,4%,11%,-1.1%,i,-1.5%,i,-1%,2%
C=CCN1C(=O)/C(=N/n2cnnc2)c2ccccc21,nt,-2%,10%,nt,nt,-1.0%,nt,-1.5%,nt,0%,nt
CCOc1ccc(N(CC(=O)NC2CCCC2)S(=O)(=O)c2c(C)noc2C)cc1,nt,0%,?,-2%,nt,0.0%,nt,-0.5%,nt,0%,4%
Cc1ccccc1NC(=O)Cn1cccc1,i,0%,-1%,4%,1%,-0.1%,i,-1.6%,i,-1%,-3%
CCOc1ccc(NC(=O)CCNS(=O)(=O)c2ccc3c(c2)c(=O)n(C)c(=O)n3C)cc1,i,0%,4%,4%,-7%,-4.4%,i,-1.3%,i,0%,?

Rewritten with values under each structure: part of the list above.
The line under a structure holds: 4MU fluor | Caspase-1 inhib | HEK293 cAMP ctrl | GFP derepression | USP2a inh | BRCT inh red | A350 fluor | BRCT PPI green | Fluorescein autfl | Casp7 inh | UbGFP stabilizer
CCOc1ccc(N(CC(=O)NC2CCCC2)S(=O)(=O)c2c(C)noc2C)cc1
 : nt | 0% | ? | -2% | nt | 0.0% | nt | -0.5% | nt | 0% | 4%
CCOc1ccc(NC(=O)CCNS(=O)(=O)c2ccc3c(c2)c(=O)n(C)c(=O)n3C)cc1
 : i | 0% | 4% | 4% | -7% | -4.4% | i | -1.3% | i | 0% | ?
